# Compound activity as filed in PubChem BioAssay.
# OX1R antag-1: blocks the human orexin 1 receptor | O43613 | CHO/OX1R cells, Fluo-8 calcium fluorescence, orexin A | inhibition, % at 5 µM | hit rate 0.43% among 330,000 | AID 434989;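 active = inhibition above its plate's threshold, mean inhibition of all tested compounds on the plate plus 3 SD, cut at about 37% in these data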;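 note: 0% = orexin A challenge wells and 100% = SB-334867-A antagonist wells; not every result past the cut was called active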
# Target sequence (O43613 whole entry, looked up): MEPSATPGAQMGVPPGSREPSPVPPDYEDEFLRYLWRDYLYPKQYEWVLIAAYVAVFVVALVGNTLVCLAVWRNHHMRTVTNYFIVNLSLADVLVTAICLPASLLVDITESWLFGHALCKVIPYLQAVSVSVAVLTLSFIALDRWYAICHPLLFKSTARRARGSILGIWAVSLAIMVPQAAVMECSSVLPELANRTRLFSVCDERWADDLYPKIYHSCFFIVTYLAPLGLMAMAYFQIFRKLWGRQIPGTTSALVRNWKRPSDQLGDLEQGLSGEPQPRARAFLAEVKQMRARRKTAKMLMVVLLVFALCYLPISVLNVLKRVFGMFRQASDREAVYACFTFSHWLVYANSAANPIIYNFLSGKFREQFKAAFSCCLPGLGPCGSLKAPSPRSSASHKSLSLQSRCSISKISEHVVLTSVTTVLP
# OX1R antag-2: OX1R (human) antagonism. O43613. OX1R-expressing cells, FRET antagonist read-out. inhibition, % at 6.6 µM. hit rate 1.8% among 330,000. AID 485270; in the data active = inhibition mostly above about 38%, no sharp cut-off; inactive = mostly below about 40%;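 note: 0% = agonist challenge alone and 100% = reference antagonist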
# Active calls of the source: *.
compound | OX1R antag-1 | OX1R antag-2
O=C1c2ccccc2C(=O)N1CCOCCN1C(=O)c2ccccc2C1=O | -15 | 23
COc1ccc(C2(CNC(=O)CCC(=O)O)CCCC2)cc1OC | -12 | 4
N/C(=N\OC(=O)CC1CCCCC1)c1ccncc1 | 8 | 14
Cc1ccccc1CSCCNC(=O)COc1ccc(Cl)cc1 | -15 | 20
O=C(CN1CCC(NC(=O)Cc2ccccc2)CC1)Nc1ccccc1Br | -21 | 9
CC(C)(C)NC(=O)Cn1nnc(-c2ccccc2Cl)n1 | -36 | 13
Nc1ncnc2c1nc(SCCO)n2Cc1ccccc1 | -17 | 7
COc1cc(C(=O)OCC(=O)NC(=O)NC2CCCCC2)cc(Cl)c1OC | -48 | 11
CCOc1ccc(OCCOCCOc2ccccc2Cl)cc1 | -15 | 4
COc1ccc(-c2cn[nH]c2-c2ccc(OCc3ccc([N+](=O)[O-])cc3)cc2O)cc1 | -14 | 16

# Looked up by structure from the list above, 5 records:
compound | OX1R antag-1 | OX1R antag-2
O=C1c2ccccc2C(=O)N1CCOCCN1C(=O)c2ccccc2C1=O | -15 | 23
O=C(CN1CCC(NC(=O)Cc2ccccc2)CC1)Nc1ccccc1Br | -21 | 9
COc1ccc(C2(CNC(=O)CCC(=O)O)CCCC2)cc1OC | -12 | 4
N/C(=N\OC(=O)CC1CCCCC1)c1ccncc1 | 8 | 14
COc1cc(C(=O)OCC(=O)NC(=O)NC2CCCCC2)cc(Cl)c1OC | -48 | 11

# Following part:
compound | OX1R antag-1 | OX1R antag-2
Cc1ccccc1OCc1nnc(SCC(=O)O)n1-c1ccccc1 | -16 | 7
N#CCCN(C(=O)COC(=O)c1ccc(S(=O)(=O)N2CCOCC2)cc1)c1ccccc1 | 1 | 5
CCOC(=O)c1cnc2c(C)cc(Cl)cc2c1N1CCN(C)CC1 | -32 | 2
CC(C(=O)Nc1ccccc1C(F)(F)F)N1CCN(C)CC1 (centres undefined) | -1 | 11
S=C(NCCc1ccccc1)N1CCCC1 | -16 | 9
Cc1ccc(CNC(=O)Cc2csc(Nc3nc(=S)[nH]c4ccccc34)n2)cc1 | -19 | 6
CN(CC(=O)NCCCn1ccnc1)S(=O)(=O)c1ccc(Cl)cc1 | 11 | 5
O=C(Cc1cccc(NC(=O)C2CCN(C(=O)C3CCC3)CC2)c1)Nc1cccc(C(=O)N2CCCC2)c1 | 11 | 4
Oc1ccc2ccccc2c1CN1CCOCC1 | 2 | 11
COc1ccc(S(=O)(=O)N2CCCCCC2)cc1C(=O)N(C)Cc1ccc(C)cc1 | -42 | 26
c1ccc(N2CCN(c3ccccc3)C2c2cccs2)cc1 | -8 | 11
COc1ccccc1CNC(=O)COC(=O)c1ccc(S(=O)(=O)N2CCCCC2)cc1 | -13 | 7
Brc1c(CSc2nncn2-c2ccccc2)nc2sccn12 | -14 | 6
O=C(NCc1ccccc1)C(=O)NCC1CCCN1S(=O)(=O)c1cccs1 (centres undefined) | -18 | 3
CCS(=O)(=O)NCC(c1cccnc1)N1CCN(c2ccc(OC)cc2)CC1 (centres undefined) | -5 | 6
C/C(N)=C(/C#N)C(=O)COC(=O)c1ccccc1C(=O)c1ccc(C)cc1 | -23 | 18
O=C(c1ccncc1)N1CCN(C(=O)c2ccco2)CC1 | -17 | 22
CN(Cc1c(F)cccc1Cl)C(=O)CCc1c[nH]c2ccccc12 | -13 | 20
CC1(C)CC(NS(=O)(=O)c2ccc(Cl)cc2)CC(C)(C)N1 | -12 | -6
Nc1scc[n+]1Cc1cccc2cccnc12 | 2 | 6
CN1CCN(C(=O)CSc2ccc(C(F)(F)F)cc2[N+](=O)[O-])CC1 | -11 | 28
O=C1CSC(=Nc2cccc(Cl)c2Cl)N1 | -12 | 3
CCOC(=O)c1ccccc1NC(=O)CSc1nnc(COc2ccccc2)n1CC | -20 | 27
Cc1ccc(Cl)cc1NC(=O)CC1NC2CCCCC2NC1=O (centres undefined) | -14 | 15
CN1CCCC(OC(=O)c2cc(Br)ccc2Cl)C1 (centres undefined) | -30 | -7
Fc1ccc(NCc2n[nH]c(=S)n2Cc2ccccc2)cc1 | -14 | 33
CC1CCCCC1NC(=O)CSCC(=O)O (centres undefined) | -4 | 9
CCC(C)c1ccc(C(C)NC(=S)NCc2ccc(F)cc2)cc1 (centres undefined) | 9 | 14
CN(C)CCCNc1nc(N)c([N+](=O)[O-])c(NC2CCCCC2)n1 | -14 | 8
CCOc1ccc(-c2cnc(NCc3cccc4ccccc34)n2CCOC)cc1 | 20 | 8
CC(NS(C)(=O)=O)C(c1cccs1)N1CCN(Cc2ccccc2)CC1 (centres undefined) | -19 | 8
CC(C)(C)NC(=O)C(=O)N/N=C/c1cccs1 | -17 | 15
O=C(COC(=O)c1ccccc1O)Nc1ccc(S(=O)(=O)N2CCCCC2)cc1 | -12 | 8
O=C(Oc1cccnc1)c1ccc(Cl)c(Cl)c1 | -17 | 22
CCOC(=O)C1(CC2CC2)CCN(C(=O)c2ocnc2C)CC1 | -6 | 23
Cc1ccc(NC(=O)CCn2c(=S)oc3ccccc32)cc1 | -12 | 9
Cc1sc(NC(=O)c2ccco2)nc1-c1ccc2c(c1)CC(C)N2C(=O)C1CC1 (centres undefined) | 9 | 26
Cc1nn(CC(=O)c2ccc(Cl)s2)c(C)c1[N+](=O)[O-] | -14 | 6
c1ccc(CSc2ccc(-c3cccs3)nn2)cc1 | -6 | 31
Cc1ccc(C)c(N2CCN(c3ccncc3N)CC2)c1 | -15 | -10
COc1ccc(CCNC(=O)C2CC=CCC2C(=O)O)cc1 (centres undefined) | -1 | 11
O=C(COC(=O)c1ccccc1Br)Nc1cccnc1Cl | -4 | 4
CCOC(=O)C1CCN(C2=NC(=O)/C(=C/c3ccc(O)cc3)S2)CC1 | 8 | 10
Cc1ccc(C(=O)NCC(=O)Nc2ccc(F)c(F)c2F)cc1 | -17 | -14
CCN1CCc2nc(NC(=O)c3ccccc3)sc2C1 | -8 | 7
O=[N+]([O-])/C(C(Cl)=C(Cl)Cl)=C(/NC1CC1)Sc1ccccc1 | 1 | 22
O=C(Nc1cccc(C(F)(F)F)c1)C(Sc1cccc[n+]1[O-])c1ccccc1 (centres undefined) | 3 | -2
Cc1ccccc1SCC(=O)OCC(=O)NCc1ccccc1 | 15 | 13
CCCc1cc(=O)[nH]c(SCCN2C(=O)c3ccccc3C2=O)n1 | -22 | 12
CCN(Cc1ccccc1)c1ccc(N=Nc2nn(C)c(C)c2[N+](=O)[O-])cc1 | -15 | 29

# Additional records follow.
compound | OX1R antag-1 | OX1R antag-2
CCOc1c2ccc(C(=O)NCc3cc(C(F)(F)F)cc(C(F)(F)F)c3)cc2nn1C | -26 | 8
NS(=O)(=O)c1ccc(NC(=S)Nc2nn(Cc3ccc(Cl)cc3Cl)cc2Cl)cc1 | -10 | 16
COc1ccc(C)cc1NC(=O)c1nnn(Cc2cccc(C(F)(F)F)c2)c1N | -2 | 3
O=C(CN1CC(c2ccccc2)CC1=O)Nc1ccc2c(c1)OCO2 (centres undefined) | -2 | 15
O=C(N=C1SC2CS(=O)(=O)CC2N1c1ccccc1)C1CCCCC1 (centres undefined) | -1 | 1
O=C(CSc1nnc(-c2cccc(S(=O)(=O)N3CCCCC3)c2)o1)NCCC1=CCCCC1 | -33 | 31
Cc1ccc(C2CC2c2n[nH]c(=S)n2-c2ccc(C)cc2)cc1 (centres undefined) | 15 | 8
O=C(COC(=O)c1nc(-c2ccccc2)n(-c2cccc(C(F)(F)F)c2)n1)NCc1cccs1 | -14 | 20
COc1ccc(NC(=O)C2C3C=CC(C3)C2C(=O)NCc2ccccn2)c(OC)c1 (centres undefined) | -11 | 47
O=C(NCC1CC1)Nc1ccccc1F | 12 | -1
Cc1cccc(CCNC(=O)Cn2ncc3c([nH]c4ccc(C)cc43)c2=O)c1 | 5 | 5
Cn1cnc2c1c(=O)n(Cc1cccc(Br)c1)c(=O)n2C | -13 | 6
CCOc1ccc(C(=O)NC(=S)Nc2cccc(S(=O)(=O)NC3=NCCC3)c2)cc1 | -16 | 18
Cc1ccc(C(=O)NCCSc2snnc2C)cc1 | -23 | 5
Cc1ccc2cc(/C=N/NC(=O)[C@H]3C[C@@H]3c3ccccc3)c(Cl)nc2c1 | -13 | 2
Cc1noc(C)c1CSCC(=O)OCC(=O)N1CC(=O)Nc2ccccc21 | -21 | 19
Cc1[nH]c2ccccc2c1C(=O)C(C)OC(=O)c1ccccc1NCCO (centres undefined) | -5 | 27
Cc1cc(SCc2ccc(C(F)(F)F)cc2)nc(=O)[nH]1 | -11 | 14
Nc1nc(N)nc(-c2cc(O)ccc2O)n1 | -7 | 5
Cc1ccc(S(=O)(=O)N2CCC(C(=O)OCC(=O)N(C)C3CCS(=O)(=O)C3)CC2)cc1C (centres undefined) | -13 | 4

# 2 of these compounds, reformatted:
mol: Cc1[nH]c2ccccc2c1C(=O)C(C)OC(=O)c1ccccc1NCCO (centres undefined)
  OX1R antag-1: -5
  OX1R antag-2: 27
mol: Cn1cnc2c1c(=O)n(Cc1cccc(Br)c1)c(=O)n2C
  OX1R antag-1: -13
  OX1R antag-2: 6

# The results go on:
compound | OX1R antag-1 | OX1R antag-2
COc1ccccc1NC(=O)Nc1nc(CC(=O)Nc2cc(F)ccc2F)cs1 | -22 | 13
CCOc1ccc(CCNC(=O)c2cc3sc(Cl)cc3n2C)cc1OCC | -37 | 14
CCN1CCN(C(=O)C(C)Sc2nc3nc(C)cc(C)n3n2)CC1 (centres undefined) | 19 | 8
CCOc1ccc(OCCC(=O)N(CCC(C)C)c2c(N)n(Cc3ccccc3)c(=O)[nH]c2=O)cc1 | -14 | 32
Cc1ccccc1S(=O)(=O)NCc1cccnc1 | -1 | 16
CCOC(=O)c1ccc(N2C(=O)CC(NC3CCN(C(=O)c4ccc(F)cc4)CC3)C2=O)cc1 (centres undefined) | -16 | 10
OCC1(CCOc2ccccc2)CCN(Cc2ccncc2)CC1 | -20 | 15
CC1CCCC(NC(=O)c2ccc(CNc3c(N4CCCC4)c(=O)c3=O)cc2)C1C (centres undefined) | -7 | 14
Cc1ccc(/C=C2\SC(=O)N(CCC(=O)N3CCN(C)CC3)C2=O)cc1 | -30 | 126*
Cc1cc(C)nc(Nc2nc3ccccc3o2)n1 | -18 | -9
CC/C(=N\NC(=O)c1ccc(N2CCCC2=O)cc1)c1ccccc1 | 3 | 5
CCOc1ccc2[nH]c(=O)c(CN(CCN3CCOCC3)Cc3nnnn3C(C)(C)CC)cc2c1 | -22 | 5
Cc1cc(C)n(-c2ccc(C(=O)Nc3ccc4c(c3)OCO4)cc2)n1 | -8 | 15
O=C(CCN1C(=O)/C(=C\c2cccs2)SC1=S)Nc1ccc(C(=O)O)cc1 | -6 | 15
COc1ccc(C2CCCN2C(=S)Nc2cccc(C)c2C)cc1OC (centres undefined) | -16 | 13
CCN(CC(=O)NC1CC1)S(=O)(=O)c1ccc(C)cc1 | -19 | 17
CC(=O)Cc1nsc(NC(=O)c2ccc(COc3cccc(C)c3)o2)n1 | -8 | 14
CC12CCC(C(=O)Nc3cccnc3)(CC1=O)C2(C)C (centres undefined) | -19 | 26
COc1cccc(C(=O)Nc2ccccc2C(=O)N2CCCC2)c1 | -25 | -8
O=C(C1=C(O)C(=O)N(CCN2CCOCC2)C1c1cccnc1)c1cc2ccccc2o1 (centres undefined) | -24 | 9
COc1ccccc1CCNC(=O)C1CCN(C(=O)/C=C/c2ccccc2)CC1 | -19 | 36
CCN(CCCNC(=O)CCNC(=O)Cn1cnc2ccccc2c1=O)c1ccccc1 | -19 | 34
Cc1ccc(NC(=O)C(=O)NCC2CCN(C(=O)c3cccc([N+](=O)[O-])c3)CC2)cc1 | -24 | 3
COc1cc(OC)cc(C(=O)NC(=S)Nc2ccc3oc(=O)ccc3c2)c1 | -20 | 14
CCCc1c2c(cc3c(=O)cc(C(=O)OCC)oc13)CCCC2 | -45 | -11
COc1cccc(C(O)C2OC(=O)c3ccccc32)c1OC (centres undefined) | -8 | 9
Cc1cc(C)n(C(=O)c2cccc(S(=O)(=O)N3CCCCC3)c2)n1 | -17 | 6
COC(=O)c1ccc(C)c(NC(=O)c2ccc(CN3CCc4ccccc4C3)cc2)c1 | -16 | 14
CCOc1ccccc1C(=O)NCC(=O)Nc1ccc(-c2ccccc2)cc1 | -8 | 30
COC(=O)[C@H](Cc1ccccc1)NC(=O)[C@@H](N)CC(=O)O | -1 | 11
COc1ccc(C[C@H]2CN3C(=NC[C@H]3C)N2CCNC(=O)c2ccc(C)c(Br)c2)cc1 | -33 | 8
S=C(NCCc1ccccc1)Nc1ccccn1 | -15 | 3
COc1cccc(OCCSc2nc(C)c(Cc3ccccc3)c(=O)[nH]2)c1 | -28 | 11
C#CCOCCOCCOCCNc1nc(N2CCN(C(=O)Cn3cc(CCCN=C(N)N)nn3)CC2)nc(N2CCN(C(=O)[C@H]([C@@H](C)O)n3cc(CCCCN)nn3)CC2)n1 | -1 | 8
COc1ccccc1-n1c(=O)[nH]c2c(C(N)=O)nc(CC(C)C)nc21 | -5 | 10
CCOc1cc(C)nc(NCc2ccccc2)n1 | 8 | 21
CCOc1ccc(N(CC)C(=O)COc2cc(=O)n(CC)c3ccccc23)cc1 | -37 | 19
COc1ccc(N2CCN(Cc3nc4c(c(=O)n(C)c(=O)n4C)n3CC(C)=O)CC2)cc1 | 2 | 0
Cc1ccc(N(C)C(=O)c2cc(S(=O)(=O)N3CCc4ccccc43)cn2C)cc1 | -19 | 10
O=C(OCC(=O)N1CCN(C(=O)c2ccco2)CC1)c1cc(S(=O)(=O)Nc2ccc(Cl)cc2)ccc1O | -25 | 16
C[C@]12c3[nH]c4ccccc4c3CCN1C(=O)C(CC(=O)NCCCn1ccnc1)C[C@@H]2C(=O)N1CCOCC1 (some centres undefined) | 10 | 0
Cn1cnc2cc(NCc3ccccc3Cl)ccc21 | -16 | -5
O=C(C1CC(=O)N(C2CCCC2)C1)N1CCN(c2cccc(Cl)c2)CC1 (centres undefined) | 1 | -3
Cc1cc(OCC(O)CN2CCOCC2)cc(C)c1Cl (centres undefined) | -9 | 7
C/C(=N/NC(=O)c1ccco1)c1cccnc1 | -4 | 4
Cc1ccc(CCC(=O)Nc2ccccc2F)s1 | -10 | 6

# Rows are unselected; any-hit rate near 2.1%.
